Fh CTSL1 inh: counter-screen for PFM18AAP inhibitors: inhibitors of F. hepatica cathepsin L1; recombinant F. hepatica cathepsin L1, Z-Leu-Arg-MCA fluorescence; inhibition, % at 5.96 µM; 0.49% of 300,000 active; AID 1906;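 active means inhibition above the mean of all tested compounds plus 3 SD, set per screening campaign, cut at about 17% in these data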;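 further: 0% = plate median of test compound wells and 100% = 1 µM Z-Phe-Ala-diazomethylketone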
core dimer inh: HCV core protein dimerization inhibition | TR-FRET GST/Flag-core106 dimerization, 1536-well | 0.33% of 300,000 active | inhibition, % at 5 µM;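 active means inhibition above the mean of all tested compounds plus 3 SD, set per screening campaign, cut at about 45% in these data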
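test system = GST/Flag-tagged HCV core106 proteins | probe or stimulus = Eu donor and XL665 acceptor anti-tag antibodies | times = compound-protein-antibody incubation 4 h at 22.5 °C | signal = TR-FRET, excitation 340 nm, emission 617 and 671 nm | measure = percent inhibition of core106 dimerization signal | controls = wells lacking GST-core106 and wells with excess unlabelled core106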
TPT1 inh: C. albicans TPT1 enzyme inhibition. recombinant caTPT1, FP RNA substrate dephosphorylation. inhibition, % at 5 µM. 0.81% of 300,000 active;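 active means inhibition above the mean of all tested compounds plus 3 SD, set per screening campaign, cut at about 24% in these data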;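 further: plate controls were DMSO alone for no effect and ferristatin control at 100 nM for full effect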
EBNA-1 inh: blocks EBNA-1 binding to DNA; EBNA-1 DNA binding, fluorescence polarization; inhibition, % at 14.8 µM; 0.34% of 300,000 active; in the data active means inhibition above about 28%
JMJD2C inh: inhibitors of human GASC-1 (JMJD2C) demethylase; GST-JMJD2C(1-420) H3K9me3 demethylation, DELFIA europium; inhibition, % at 2.35 µM; 0.069% of 330,000 active;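 active means more than half of a compound's replicate wells show inhibition beyond 50%, single wells judged on their own value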;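 further: signal counts dimethyl H3K9 product captured on neutravidin plate; 0% = median of DMSO wells and 100% = 0.3 times that DMSO median; strong numbers were not always called active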
Target sequence (Q9H3R0 1-420 limits assumed): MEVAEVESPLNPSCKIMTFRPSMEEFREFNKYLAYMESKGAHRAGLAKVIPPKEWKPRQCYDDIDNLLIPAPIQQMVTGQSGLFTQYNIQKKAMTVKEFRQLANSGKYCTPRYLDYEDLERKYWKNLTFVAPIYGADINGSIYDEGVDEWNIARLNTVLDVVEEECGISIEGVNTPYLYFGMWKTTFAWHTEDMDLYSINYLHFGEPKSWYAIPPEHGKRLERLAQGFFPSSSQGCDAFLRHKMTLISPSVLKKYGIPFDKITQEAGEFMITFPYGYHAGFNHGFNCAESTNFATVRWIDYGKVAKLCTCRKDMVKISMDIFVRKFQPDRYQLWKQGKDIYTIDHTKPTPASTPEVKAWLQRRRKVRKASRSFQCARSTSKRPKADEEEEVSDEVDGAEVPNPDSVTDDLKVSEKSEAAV
PP1 inh: PP1-alpha (human) inhibition in PP5 counter-screen. 0.9% of 320,000 active. P62136. purified PP1alpha, OMFP fluorescence. inhibition, % at 6.7 µM;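 active means inhibition above the mean inhibition of all tested compounds plus 3 SD, computed separately for each screening campaign, cut at about 15% in these data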
CR mimetic SO: yeast age-related superoxide inhibition as caloric restriction mimetic; superoxide response (% of plate mean), % at 10 µM; S. cerevisiae aged cells, superoxide DHE fluorescence; hits give low values; 0.18% of 330,000 active;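 active means superoxide response under a set limit, about three screen SD below normal, cut at about 65% in these data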;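 further: yeast aged for seven days with compound at 30 °C before DHE staining; 100% = average MFI of all compound-treated wells on the plate with controls excluded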
PP5 inh: PP5 (human) phosphatase inhibition; AID 1987; 0.18% of 320,000 active; purified PP5c, OMFP substrate fluorescence; P53041; inhibition, % at 6.7 µM;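 active means inhibition above the campaign's mean inhibition across all tested compounds plus 3 SD, cut at about 9.5% in these data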;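 further: 0% = DMSO only and 100% = 100 µM cantharidin control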
ZTA DNA inh: counter-screen for EBNA-1 inhibitors: inhibitors of Epstein-Barr virus ZTA. ZTA-DNA binding, fluorescence polarization. inhibition, % at 11 µM. 0.15% of 320,000 active. AID 2234; in the data active means inhibition above about 33%
Target sequence (P03206 whole entry, looked up): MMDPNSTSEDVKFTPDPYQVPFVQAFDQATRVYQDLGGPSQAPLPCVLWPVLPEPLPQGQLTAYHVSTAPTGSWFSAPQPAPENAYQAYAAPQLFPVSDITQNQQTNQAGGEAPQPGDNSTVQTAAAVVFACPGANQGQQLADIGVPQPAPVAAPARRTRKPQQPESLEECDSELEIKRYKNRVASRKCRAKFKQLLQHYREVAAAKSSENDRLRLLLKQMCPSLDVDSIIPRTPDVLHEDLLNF
Numbers without * were called inactive; / = no result given. Hits appear at their usual frequency; 3.1% or so of the library scored in one or more.

SMILES	Fh CTSL1 inh	core dimer inh	TPT1 inh	EBNA-1 inh	JMJD2C inh	PP1 inh	CR mimetic SO	PP5 inh	ZTA DNA inh
CCOc1ccccc1N(CC(=O)NC1CCCCC1)S(=O)(=O)c1ccccc1	-2	9	-1	-16	2	0	91	2.6	0
Cc1nn(-c2ccc(Cl)cc2)c2[nH]c(CCl)cc(=O)c12	3	-2	5	-9	-11	-4	88	0.8	-1
CNC(=O)CN1C(=O)NC2(CCc3ccccc3C2)C1=O (centres undefined)	-1	1	-2	6	20	-7	102	-1.1	3
O=C1CNC(=S)N1Cc1ccc(Cl)cc1	1	-5	2	7	-2	0	91	-1.9	-4
CCOc1ccccc1N1CC(C(=O)Nc2ccc(C(=O)O)cc2)CC1=O (centres undefined)	-2	-1	-2	-1	0	0	119	1.7	-8
Cc1oc(C(=O)O)cc1COc1cccc2cccnc12	0	0	3	2	-6	-1	90	0.5	8
CC(=O)c1sc(NC(=O)CN2C(=O)NC3(CCCC3)C2=O)nc1-c1ccccc1	3	2	1	1	-12	-3	104	-1.6	-3
COc1ccc(-n2nc3c(N)n[nH]c3cc2=O)cc1	0	11	-2	2	6	7	88	-0.1	12
CCOc1ccc(S(=O)(=O)NCCC(=O)N2CC(C)OC(C)C2)cc1 (centres undefined)	-7	2	1	2	-1	-6	93	0.1	-3
COc1ccc(N2CCN(S(=O)(=O)c3cc(-c4cc(C)no4)ccc3C(C)C)CC2)cc1	-3	26	2	5	18	8	104	2.2	15
C=CCn1cnc2c(nnn2-c2ccc(OC)c(OC)c2)c1=O	6	-3	2	-5	-10	-5	115	0.7	4
CC(C)(C)C(=O)Nc1ccc(C(=O)CN2C(=O)NC3(CCOc4ccccc43)C2=O)cc1 (centres undefined)	/	/	/	/	0	-6	95	-0.9	11
CCCc1cc(=O)oc2cc(C)cc(OCC(=O)NC(Cc3ccc(Cl)cc3)C(=O)O)c12 (centres undefined)	0	5	-4	-3	-27	0	104	2.5	-9
Cc1ccc(S(=O)(=O)Nc2c(C)n(C)n(-c3ccccc3)c2=O)c(C)c1	1	0	0	2	-1	3	91	-0.4	8
Cc1ccc(NC(=S)N(Cc2ccccc2)Cc2cccs2)c(C)c1	3	9	1	6	3	0	94	1.1	10
CCN1CCN(c2ncnc3c2cnn3-c2ccccc2)CC1	1	-6	-2	12	0	-2	91	-0.2	-4
COc1ccc(CN(C(=O)c2ccco2)C2CCS(=O)(=O)C2)cc1 (centres undefined)	-3	4	0	12	0	-1	96	-0.1	-9
CN(C)C(=O)c1cc(C(=O)c2ccccc2F)c[nH]1	-2	-12	-2	10	1	-3	100	-1.0	5
CC1CCCN(CCCNC(=O)c2ccc(N3CCCC3=O)cc2)C1 (centres undefined)	5	9	0	2	-3	-2	85	-0.1	12
COc1ccc(NC(=O)C2CCCN(S(=O)(=O)c3ccc(Cl)cc3)C2)cc1OC (centres undefined)	1	8	-1	6	-13	-1	129	2.2	6
CC(=O)Nc1ccc(NC(=O)COC(=O)CCc2nc3ccccc3s2)cc1	-50	2	7	-4	-2	-3	104	-5.4	-1
C=CCn1c(=O)c(C(=O)Nc2ccc(C)cc2)c(O)c2ccccc21	-2	-5	3	-9	-12	-3	93	2.8	-8
CCOc1cccc2cc(C(=O)NCc3ccc(F)cc3)c(=N)oc12	-2	4	0	9	5	-2	105	-1.4	14
O=C(O)C1C(c2ccccc2)C(C(=O)OCc2ccco2)C1c1ccccc1 (centres undefined)	0	0	1	-7	-3	-2	108	3.1	5
CCCn1c(OC)nc2c1c(=O)n(C)c(=O)n2C	0	-7	-1	5	-4	2	87	-1.4	4
Cc1c(OCc2ccccc2)c(=O)ccn1Cc1ccc(Cl)cc1	2	4	1	-7	13	4	100	3.6	6
O=S(=O)(c1cnc[nH]1)N1CCN(c2ccc(F)cc2)CC1	7	0	-1	-6	-7	5	94	4.0	-11
O=C(COc1ccc(Cl)cc1)Nc1cc2c3c(c1)CC(=O)N3CCC2	-2	4	-4	-8	16	5	100	-1.1	4

Some of the entries above in another layout:
| structure | Fh CTSL1 inh | core dimer inh | TPT1 inh | EBNA-1 inh | JMJD2C inh | PP1 inh | CR mimetic SO | PP5 inh | ZTA DNA inh |
| --- | --- | --- | --- | --- | --- | --- | --- | --- | --- |
| COc1ccc(-n2nc3c(N)n[nH]c3cc2=O)cc1 | 0 | 11 | -2 | 2 | 6 | 7 | 88 | -0.1 | 12 |
| Cc1ccc(NC(=S)N(Cc2ccccc2)Cc2cccs2)c(C)c1 | 3 | 9 | 1 | 6 | 3 | 0 | 94 | 1.1 | 10 |

Compound profiles, from the list above. Order of values: Fh CTSL1 inh | core dimer inh | TPT1 inh | EBNA-1 inh | JMJD2C inh | PP1 inh | CR mimetic SO | PP5 inh | ZTA DNA inh
Record of `O=S(=O)(c1cnc[nH]1)N1CCN(c2ccc(F)cc2)CC1` = 7 | 0 | -1 | -6 | -7 | 5 | 94 | 4.0 | -11
Record of `CN(C)C(=O)c1cc(C(=O)c2ccccc2F)c[nH]1` = -2 | -12 | -2 | 10 | 1 | -3 | 100 | -1.0 | 5
Record of `O=C(O)C1C(c2ccccc2)C(C(=O)OCc2ccco2)C1c1ccccc1` (centres undefined) = 0 | 0 | 1 | -7 | -3 | -2 | 108 | 3.1 | 5

Looked up above.
`CCOc1ccccc1N(CC(=O)NC1CCCCC1)S(=O)(=O)c1ccccc1` in core dimer inh: 9
`C=CCn1c(=O)c(C(=O)Nc2ccc(C)cc2)c(O)c2ccccc21` in ZTA DNA inh: -8
`Cc1oc(C(=O)O)cc1COc1cccc2cccnc12` in JMJD2C inh: -6
`CCCc1cc(=O)oc2cc(C)cc(OCC(=O)NC(Cc3ccc(Cl)cc3)C(=O)O)c12` (centres undefined) in PP5 inh: 2.5
`CCCn1c(OC)nc2c1c(=O)n(C)c(=O)n2C` in Fh CTSL1 inh: 0

An excerpt from above with just core dimer inh.
SMILES	core dimer inh
C=CCn1cnc2c(nnn2-c2ccc(OC)c(OC)c2)c1=O	-3
O=C(COc1ccc(Cl)cc1)Nc1cc2c3c(c1)CC(=O)N3CCC2	4
Cc1ccc(NC(=S)N(Cc2ccccc2)Cc2cccs2)c(C)c1	9
